GPR55 LPI antagonism: GPR55 antagonists blocking LPI-driven arrestin recruitment, primary screen, imaging, U2OS, beta-arrestin-GFP, LPI agonist (AID 2013); actives 0.13% (n = 290,000); inhibition, % at 10 µM, or IC50 in µM where a hit was titrated; U2OS GPR55 beta-arrestin-GFP translocation imaging, LPI antagonism; higher % means a stronger effect;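 active = spots per cell inhibited over 60%, with over 100 cells counted and total cytoplasm intensity under 500,000; inconclusive = wells with under 100 cells, flagged as likely toxic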;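 note: U2OS cells stably carrying GPR55 and arrestin-GFP stimulated by 5 µM LPI near EC80; imaged beta-arrestin-GFP aggregate spots per cell after agonist stimulation; plate controls were LPI-stimulated DMSO wells for no effect and DMSO wells without LPI for full effect; some results filed as inactive read as strong as hits; confirmed hits need IC50 under 10 µM and bright autofluorescent wells are also inconclusive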
West Nile antiviral: inhibition of WNV-induced cytopathic effect – cell-based, CPE readout (AID 1621); CPE inhibition, % at 10 µM; hits with a dose series show IC50 in µM; West Nile virus-infected cells, CPE inhibition; higher % means a stronger effect; actives 0.02% (n = 290,000); in the data active = a potency from the dose series; inconclusive = CPE inhibition mostly from about 3.7% at the one dose, without a potency; inactive = the rest, 99 in 100 with CPE inhibition below about 2.2%; note: strong numbers were not always called active
PhoP inhibition: PhoP-dependent GFP reporter repression – Salmonella Typhimurium, primary screen (AID 1863); S. Typhimurium PhoP-regulated promoter GFP reporter, 4 h; higher % means a stronger effect; one-dose inhibition, % at 50 µM; IC50 in µM for titrated hits; actives 0.16% (n = 300,000);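 active = inhibition over 29.93%, a cutoff 3 SD above the screen mean, later confirmed by dose response; inconclusive = inhibition over 29.93% but no dose response follow-up; inactive = inhibition at most 29.93% or unconfirmed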;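 note: 0% = low Mg2+ inducing control and 100% = high Mg2+ repressing control; strong numbers were not always called active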
KOR beta-arrestin-1: kappa opioid receptor activators – cell-based, luminescence, uHTS, primary screen (AID 1777). KOR beta-arrestin recruitment, luminescence; higher % means a stronger effect. one-dose activation, % at 10 µM; EC50 in µM for titrated hits. actives 0.02% (n = 280,000); in the data active = activation above about 50%, passing the limit was not always enough; note: a part of the inactive calls stands beside numbers as strong as those of hits
NTR1 agonist: agonists of NTR1, primary screen, imaging, U2OS cells, beta-arrestin-GFP, high content (AID 493036) | P30989 | NTR1-U2OS beta-arrestin-GFP spot imaging, agonist mode | activation, % at 20 µM | actives 0.17% (n = 330,000);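 active = activation at or above 40% of the spot to cytoplasm intensity ratio, with at least 20 cells analyzed; inconclusive = wells under 20 cells, flagged as cytotoxic or low count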;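 note: 0% = DMSO without peptide and 100% = 100 nM NTR1 peptide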
Target sequence (P30989 whole entry, looked up): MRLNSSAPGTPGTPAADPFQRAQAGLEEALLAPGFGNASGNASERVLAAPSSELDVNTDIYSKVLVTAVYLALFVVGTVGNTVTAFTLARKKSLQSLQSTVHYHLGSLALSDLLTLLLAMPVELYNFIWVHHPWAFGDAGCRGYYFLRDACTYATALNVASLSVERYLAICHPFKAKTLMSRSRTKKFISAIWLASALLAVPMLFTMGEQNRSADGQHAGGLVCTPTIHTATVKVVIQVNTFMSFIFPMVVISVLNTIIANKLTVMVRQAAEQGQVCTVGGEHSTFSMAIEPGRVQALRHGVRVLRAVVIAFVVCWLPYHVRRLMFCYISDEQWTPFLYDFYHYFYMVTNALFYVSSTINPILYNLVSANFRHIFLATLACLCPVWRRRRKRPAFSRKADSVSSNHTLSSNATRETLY
T cell modulator: T cell immune modulation candidate; 2C CD8+ T cell-vesicle binding, flow cytometry; stronger effect = lower value; calls only at 7 µM; actives 0.068% (n = 330,000);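 active = response, share of CD8 T cells binding vesicles, and their 90th percentile fluorescence all below set limits, cut at about 80% in these data, passing the limit was not always enough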
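Material: 2C TCR transgenic mouse naive CD8+ T cells, MACS-purified. Also added: QL9-charged Drosophila Ld/ICAM-1/B7-1 vesicles. Timing: binding 1.5 h at 37 °C. Measured by: high-throughput flow cytometry with anti-B7-1 and anti-CD8 staining. Read-out: percent CD8+ FL2 mean versus row control. Controls: Unloaded micro-vesicles (low), QL9 vesicles with 0.7% DMSO (high).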
GPR55 beta-arrestin: GPR55 agonists via beta-arrestin recruitment, primary screen, imaging, U2OS cells, beta-arrestin-GFP redistribution (AID 1961) | activation, % at 10 µM, or EC50 in µM where a hit was titrated | actives 0.048% (n = 290,000) | U2OS GPR55 beta-arrestin-GFP redistribution imaging; higher % means a stronger effect;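 active = activation above 40% with more than 50 cells counted in the well; inconclusive = wells holding fewer than 50 cells, flagged as toxic or sparse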;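 note: U2OS osteosarcoma cells stably expressing GPR55 and beta-arrestin-GFP; plate controls were DMSO negative control for no effect and LPI positive control for full effect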
KOR beta-arrestin-2: KOR antagonists, beta-arrestin recruitment, cell-based, luminescence, uHTS (AID 1778). inhibition, % at 10 µM; hits with a dose series show IC50 in µM. actives 0.091% (n = 290,000). KOR beta-arrestin recruitment, luminescence, antagonist mode; higher % means a stronger effect; in the data active = inhibition above about 50%; note: strong numbers were not always called active
GPR35 antagonists: GPR35 antagonists blocking zaprinast-driven arrestin recruitment, primary screen, imaging, U2OS, beta-arrestin-GFP, zaprinast agonist (AID 2058). U2OS GPR35 beta-arrestin-GFP translocation imaging, zaprinast antagonism; higher % means a stronger effect. inhibition, % at 10 µM; hits with a dose series show IC50 in µM. actives 0.052% (n = 290,000);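 active = inhibition of at least 50% with at least 30 cells and total cytoplasm GFP at most 10,000,000; inconclusive = under 30 cells or total GFP of 10,000,000 plus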
T cell modulator vesicle-bound %: further read-out of T cell modulator, marked with its call; double positive events, %; measured here: CD8+ vesicle-bound cell fraction;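 binding gate set so that unloaded-vesicle control wells show 10% double positive cells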
NTR1 agonist cell count 20 µM: further read-out of NTR1 agonist, marked with its call; cell count; measured here: cell count, cytotoxicity flag
* marks the source's active call; other numbers are inactive results; i = inactive; ? = inconclusive; . = no result given; [ ] = dose if it differs, or a comment.

SMILES	GPR55 LPI antagonism	West Nile antiviral	PhoP inhibition	KOR beta-arrestin-1	NTR1 agonist	NTR1 agonist cell count 20 µM	T cell modulator	T cell modulator vesicle-bound %	GPR55 beta-arrestin	KOR beta-arrestin-2	GPR35 antagonists
CCO[C@H]1OC(C(=O)NC2CC2)=C[C@@H](c2coc3ccccc3c2=O)[C@@H]1CCCO	5%	-0.4%	-15%	0.7%	-5.2	90	i	36	-0.2%	-8%	-7%
O=C(O)CCN=CC1=C(O)CC(c2ccccc2)CC1=O (stereo unspecified)	15%	-0.6%	1%	0.0%	0.4	60	i	28	0.0%	-14%	0%
OCCN1CCN(c2nc(-c3ccccc3O)nc3ccccc23)CC1	6%	-1.0%	18%	0.5%	-1.7	43	i	48	-0.1%	-6%	-10%
Cc1cc2c(c(=O)n1Cc1ccccn1)C(c1ccc3c(c1)OCO3)C(C#N)=C(N)O2 (stereo unspecified)	-11%	0.7%	27%	-1.7%	-0.2	80	i	45	-0.1%	13%	8%
O=C(NCc1ccco1)c1cc(S(=O)(=O)N2CCCc3ccccc32)ccc1Cl	3%	0.6%	2%	-1.2%	0.5	59	i	48	0.0%	-19%	0%
CCn1cc(C(=O)NCCc2ccccc2)c(=O)c2cc(F)c(N3CCN(C)CC3)cc21	6%	0.4%	-1%	-8.2%	1.4	59	i	5	0.3%	-8%	17%
CCOC(=O)C1(CCc2ccccc2)CCN(C2Cc3ccccc3C2)CC1	30%	0.0%	4%	.	4.2	87	i	25	-0.1%	34%[20 µM]	-4%
Nc1ccc2nc(CCCCCCCCc3nc4ccc(N)cc4[nH]3)[nH]c2c1	2%	0.0%	-3%	-1.5%	2.4	39	i	26	0.3%	5%	5%
CCc1nn2c(NCCOC)cc(C)nc2c1-c1ccc(F)cc1	13%	-1.2%	6%	-1.4%	-1.6	67	i	43	0.1%	2%	-2%
O=C(NCc1ccc2c(c1)OCO2)c1ccc(NC(=O)C2CCCO2)cc1 (stereo unspecified)	-4%	-0.3%	-2%	-1.7%	-0.9	79	i	24	0.2%	-22%	-2%
CCN1CCN(Cc2nc3c(c(=O)n(C)c(=O)n3C)n2Cc2cccc3ccccc23)CC1	16%	?	-5%	0.6%	0.4	49	i	67	0.5%	-46%	4%
COc1ccc(OC(C)C(=O)Nc2ccc([N+](=O)[O-])cc2)cc1 (stereo unspecified)	4%	0.1%	9%	-5.9%	-1.3	85	i	46	-0.1%	-22%[20 µM]	-18%
Cc1ccc(NC(=O)c2oc3ccccc3c2NC(=O)C2CCCO2)cc1C (stereo unspecified)	-1%	-0.8%	1%	9.8%	6.3	42	i	47	0.4%	-52%	-10%
O=C(CNC(=O)c1cccs1)N/N=C/c1cccc(Br)c1	-8%	-0.3%	.	-1.7%	0.4	42	.	.	0.0%	13%	5%
COc1ccc(-c2nnc3sc(-c4ccco4)nn23)cc1OC	13%	0.2%	1%	0.5%	3.6	64	i	18	0.6%	-13%	-4%
CCOC(=O)/C(=N\Nc1cc(Cl)ccc1Cl)N1CCOCC1	5%	-0.6%	-7%	12%	2.7	45	i	44	0.0%	-19%	-8%
COc1ccc(OC)c(N(CC(N)=O)S(=O)(=O)c2ccc(OC)c(OC)c2)c1	-5%	0.0%	-2%	-13%	-0.6	59	i	10	0.0%	19%	32%
CCCNC(=O)c1[nH]c(C)c(C(=O)OCC)c1C	-11%	-0.5%	7%	-3.4%	-1.8	74	i	37	0.5%	42%	-6%
O=C(COC(=O)c1cnccn1)c1ccc(OC(=O)c2ccccc2)cc1	14%	0.0%	-8%	1.3%	-1.0	60	i	20	-0.5%	-7%	-8%
O=S(=O)(c1cccc2cccc(Cl)c12)N1CCCC1	16%	0.8%	-7%	-4.6%	2.9	36	i	24	-0.1%	-6%[20 µM]	19%
Cn1c(=O)c(C(=O)c2ccccc2)nc2ccccc21	5%	-0.2%	21%	-5.4%	-0.3	63	i	28	-0.3%	0%	4%
S=C(NCCN1CCOCC1)N1CCN(c2cccc(Cl)c2)CC1	12%	-0.7%	6%	-0.9%	1.7	56	i	34	-0.2%	-40%	-4%
Cc1cc(C(F)(F)F)nn1CC(=O)N1CCOCC1	4%	-0.2%	-12%	3.3%	-1.0	60	i	28	-0.1%	-3%	-20%
CC(NC(=O)C1CCCN(S(=O)(=O)c2ccc(-n3cnnn3)cc2)C1)c1ccc(F)cc1 (stereo unspecified)	-8%	-0.3%	2%	1.2%	2.1	55	i	24	0.6%	14%	-16%
CCOP(=O)(OCC)c1nc(-c2ccc(F)cc2)oc1NCc1ccccc1	12%	-0.1%	3%	-3.9%	1.4	43	i	56	0.2%	-2%[20 µM]	-6%
SMILES	GPR55 LPI antagonism	West Nile antiviral	PhoP inhibition	KOR beta-arrestin-1	NTR1 agonist	NTR1 agonist cell count 20 µM	T cell modulator	T cell modulator vesicle-bound %	GPR55 beta-arrestin	KOR beta-arrestin-2	GPR35 antagonists
CS(=O)(=O)N(CC(=O)Nc1ccc(Cl)c(Cl)c1)C1CCCCC1	-8%	-0.8%	-11%	-3.5%	14	85	i	7	-0.1%	8%	3%
CCOc1ccc(C(=O)Oc2cc(C)[nH]c(=O)c2[N+](=O)[O-])cc1OCC	-4%	1.3%	-11%	0.6%	0.2	55	i	20	-0.2%	10%	-19%
CCN(CC)C(=O)N(CC)Cc1ccccc1	8%	-0.2%	-3%	-3.1%	0.0	85	i	50	-0.1%	-13%[20 µM]	-11%
c1cncc(-c2csc(-c3cccnc3)n2)c1	-10%	0.5%	2%	-1.2%	-0.4	83	i	36	-0.1%	-5%	-4%
COc1ccccc1C(=O)CSc1cccc[n+]1[O-]	2%	0.7%	-2%	4.3%	0.6	75	i	53	0.2%	-29%	-5%
O=C(CCC1COc2ccccc2O1)NCc1ccccc1 (stereo unspecified)	4%	-0.4%	6%	-1.4%	-1.5	87	i	32	0.2%	-22%	2%
CCOc1ccc(N2CC(C(=O)N/N=C/c3sccc3C)CC2=O)cc1 (stereo unspecified)	-1%	0.1%	-2%	-4.4%	-1.4	58	i	34	-0.1%	-4%	-4%
O=C1CCCN1c1ccc(S(=O)(=O)Oc2cccc(Cl)c2)cc1[N+](=O)[O-]	15%	-0.4%	-2%	-2.9%	0.4	48	i	19	-0.2%	-8%	-18%
COc1nc(OCCNC(=O)Nc2ccccc2)nc(N(C)C)n1	-13%	0.0%	-1%	-3.0%	1.8	33	i	16	-0.2%	-39%	5%
CCCNC(=O)c1cc(-c2ccc(OC)cc2)on1	12%	-0.6%	-3%	-3.4%	0.2	56	i	18	0.0%	30%	5%
CCOc1cc(C2C(C(C)=O)=C(O)C(=O)N2CCc2c[nH]c3ccccc23)ccc1O (stereo unspecified)	-2%	-0.6%	0%	.	3.8	59	i	61	0.2%	-14%[20 µM]	-12%
COCCn1c(C)cc(C(=O)COc2nc3ccccc3nc2C)c1C	14%	-0.5%	-4%	3.7%	-3.7	75	i	58	0.0%	-1%	17%
COc1ccc(CCNC2=C(Cl)C(=O)N(CCc3ccccc3)C2=O)cc1OC	-3%	0.6%	2%	.	16	73	i	26	0.2%	6%	-2%
CC1CC(C)(C)NC(=S)N1CCCC(=O)NCCc1ccc(Cl)cc1 (stereo unspecified)	4%	0.1%	5%	-1.9%	0.4	56	i	45	0.8%	4%	0%
Cc1cc(O)c(C(=O)/C=C/c2ccccc2)c(=O)o1	-9%	1.8%	-11%	-1.1%	-0.9	94	i	27	0.0%	-35%	-2%
COc1ccc(CCC(C(O)C(F)(F)F)S(=O)c2ccccc2)cc1 (stereo unspecified)	3%	-0.8%	-1%	0.3%	-0.7	50	i	10	-0.1%	-4%	-12%
CCN(c1ccccc1)S(=O)(=O)c1nnc(NC(=O)c2ccccc2OC)s1	11%	-1.2%	.	-0.8%	-1.0	62	i	58	0.3%	-21%[20 µM]	-3%
CCCn1nnnc1NC(=O)COc1ccc(Br)cc1	3%	0.5%	3%	0.9%	0.7	84	i	26	-0.3%	22%	8%
COc1ccccc1CN1CCNC(=O)C1CC(=O)NCCC1=CCCCC1 (stereo unspecified)	3%	0.6%	-2%	3.3%	1.3	53	i	12	-0.1%	-32%	-1%
O=C(NCC1CCCCC1)c1ccc(F)cc1Cl	4%	-1.6%	-7%	-0.6%	0.9	56	i	39	-0.2%	11%	14%
CCN(CC(O)COc1ccc(OCC(O)CN(CC)C2CCCCC2)cc1)C1CCCCC1 (stereo unspecified)	.	0.1%	12%	.	-0.8	57	i	30	.	.	.
Cc1cnc(NC(=O)C2CCC(C(C)(C)C)CC2)s1 (stereo unspecified)	-4%	0.5%	1%	-7.0%	15	55	i	25	0.2%	-16%	51%
O=C(Nc1ccccc1-c1ccccc1)c1ccc(Cl)c([N+](=O)[O-])c1	4%	-0.3%	12%	0.9%	9.4	52	i	22	0.3%	36%	14%
Cc1nn(Cc2cccc(C(=O)NCC(C)C)c2)c(C)c1Br	3%	-1.0%	-7%	4.7%	-0.4	88	i	46	0.3%	-9%	15%
CCC(=NCCc1ccc(OC)c(OC)c1)C1=C(O)CC(C)(C)CC1=O	-1%	-0.1%	5%	-1.7%	3.1	61	i	51	0.6%	-24%	-6%
NNC(=O)c1sc2cc(C(F)(F)F)cnc2c1-c1cccs1	16%	-0.6%	-3%	-1.2%	2.8	105	i	25	0.7%	8%	-4%
CC1(C)Cc2c(sc3c2c(=O)n(-c2ccc(Cl)cc2)c(=O)n3CC(N)=O)CO1	5%	0.3%	-2%	0.8%	0.5	43	i	52	0.2%	.	9%
COC(=O)Oc1ccc(/C=C/C(=O)OC(C)C)cc1OC(=O)OC	-2%	-0.9%	-7%	13%	-0.9	50	i	8	0.1%	22%	-14%
CC(=O)c1ccc(OCC(O)CN2C(C)CCCC2C)cc1 (stereo unspecified)	1%	-0.4%	4%	-2.8%	0.1	70	i	51	-0.1%	19%	-14%
COc1ccc(Cl)cc1NC(=O)CNc1ccccc1F	1%	-1.3%	7%	-4.9%	.	.	i	35	1.8%	-23%	-6%

This is a random part of the collection; 0.62% or so of the library scored in one or more.
